Fam108B inh – counter-screen for RBBP9 inhibitors: inhibitors of mouse Fam108B | recombinant Fam108B, FP-Rh probe fluorescence polarization | inhibition, % at 9.51 µM | 0.33% of 300,000 active | AID 1947;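 active = inhibition above the screen mean inhibition plus 3 SD, computed separately per campaign, cut at about 18% in these data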;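 also: inhibitors lower polarization as less probe binds the enzyme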
AGP1 TOR yeast – yeast TOR pathway AGP1-GFP modulation; S. cerevisiae AGP1-GFP multiplex flow cytometry, 3 h; GFP as percent of DMSO wells; GFP response vs DMSO, % at 10 µM; 0.02% of 320,000 active;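 active = GFP response relative to DMSO above a set limit, near screen average plus 3 SD, cut at about 150% in these data; inconclusive = fewer than 70 cells counted for the yeast strain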;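 also: median GFP channel fluorescence of the gated AGP1 strain per well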
CIT2 TOR yeast – alters CIT2-GFP fluorescence in TOR pathway yeast screen; GFP response vs DMSO, % at 10 µM; 0.065% of 320,000 active; AID 2029; S. cerevisiae CIT2-GFP strain, flow cytometry, 3 h; 100 means same as DMSO wells;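 active = GFP response relative to DMSO above a set limit, near the screen mean plus 3 SD, cut at about 150% in these data; inconclusive = Fewer than 70 cells measured for a yeast strain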;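 also: ratio of well median GFP fluorescence to mean of DMSO wells on the plate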
GLD-1 RNA inh – GLD-1-TGE RNA interaction inhibition (C. elegans) | 0.44% of 320,000 active | inhibition, % at 5.96 µM | purified GLD-1 + fluorescein TGE RNA, fluorescence polarization;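 active = percent inhibition above a per-plate cutoff, the plate mean of test compounds plus 3 SD, cut at about 30% in these data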;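 also: 0% = DMSO wells with GLD-1 and probe and 100% = wells lacking GLD-1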
Target sequence (Q17339 whole entry, looked up): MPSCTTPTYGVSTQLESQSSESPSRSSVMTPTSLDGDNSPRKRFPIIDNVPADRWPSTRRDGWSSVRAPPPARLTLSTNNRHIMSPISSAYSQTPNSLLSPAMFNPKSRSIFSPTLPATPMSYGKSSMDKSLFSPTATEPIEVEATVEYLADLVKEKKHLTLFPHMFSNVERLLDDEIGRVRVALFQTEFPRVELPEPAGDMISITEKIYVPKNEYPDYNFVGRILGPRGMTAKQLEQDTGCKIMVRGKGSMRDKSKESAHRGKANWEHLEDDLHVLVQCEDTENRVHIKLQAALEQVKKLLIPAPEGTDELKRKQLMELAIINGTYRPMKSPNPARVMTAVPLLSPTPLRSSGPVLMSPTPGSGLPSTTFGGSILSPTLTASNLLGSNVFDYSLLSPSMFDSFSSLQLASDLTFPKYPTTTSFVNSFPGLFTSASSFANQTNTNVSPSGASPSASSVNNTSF
MEX-5 binding – C. elegans MEX-5 TCR-2 RNA binding activity | Q9XUB2 | MEX-5/FITC-TCR2 RNA binding, fluorescence polarization; hits give low values | activity score (negative = inhibition of binding), % at 10 µM | 0.38% of 300,000 active | AID 1832;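 active = inhibition past about -25% in most replicates, and total fluorescence under double the plate's negative control median, limit read from the data; inconclusive = replicates evenly split on the limit, or fluorescence at least double controls; inactive = too little inhibition in most replicates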;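 also: 0% = DMSO and -100% = 5 µM competing unlabeled TCR2 RNA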
GRK2 aptamer HTS – inhibitors of human GRK2 displacing RNA aptamer; P25098; 0.59% of 330,000 active; bead flow cytometry, FAM-aptamer displacement from GRK2; inhibition of aptamer binding, % at 10 µM;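 active = inhibition of aptamer binding above 40%, roughly 3 SD of noise, on plates passing a quality check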;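 also: median bead fluorescence of bound FAM aptamer so fluorescent compounds give negative values; no value below 0 was filed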
MCL1 BIM primary – inhibitors of human MCL1 binding to BIM-BH3 peptide; Q07820; 0.68% of 320,000 active; inhibition, % at 10.9 µM; GST-MCL1 / FITC-Bim-BH3 fluorescence polarization;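 active = inhibition above the mean inhibition of all tested compounds plus 3 SD, set per campaign, cut at about 40% in these data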;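 also: 0% = DMSO wells and 100% = unlabeled Bim-BH3 peptide control; higher means more loss of mP so more displacement of Bim peptide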
Target sequence (Q07820 whole entry, looked up): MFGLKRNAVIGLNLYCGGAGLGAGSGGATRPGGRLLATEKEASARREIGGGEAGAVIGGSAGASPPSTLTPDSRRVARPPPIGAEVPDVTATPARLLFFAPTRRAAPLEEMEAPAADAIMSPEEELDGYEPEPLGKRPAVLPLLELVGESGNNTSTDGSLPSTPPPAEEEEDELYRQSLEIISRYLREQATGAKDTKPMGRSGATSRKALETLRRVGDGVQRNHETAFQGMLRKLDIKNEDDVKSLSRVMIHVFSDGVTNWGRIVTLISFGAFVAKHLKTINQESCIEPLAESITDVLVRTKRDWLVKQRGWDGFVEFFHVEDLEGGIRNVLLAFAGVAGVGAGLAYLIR
VLA-4 inh – inhibition in a human VLA-4 binding assay; inhibition, % (about 7 µM as worked out from the volumes in the protocol); 0.2% of 330,000 active; P13612; VLA-4 expressing cells, ligand binding flow cytometry; in the data active = inhibition above about 50%
BCLXL inh – inhibitors of human Bcl-xL; Q07817; GST-Bcl-xL / FITC-Bim BH3 peptide fluorescence polarization; inhibition, % at 10.9 µM; 0.7% of 320,000 active; AID 2129;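 active = inhibition above the mean of all tested compounds plus 3 SD, cutoff set per campaign, cut at about 30% in these data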;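 also: 0% = DMSO wells and 100% = unlabeled Bim-BH3 peptide competitor; inhibitors lower millipolarization by displacing the labeled peptide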
Target sequence (Q07817 whole entry, looked up): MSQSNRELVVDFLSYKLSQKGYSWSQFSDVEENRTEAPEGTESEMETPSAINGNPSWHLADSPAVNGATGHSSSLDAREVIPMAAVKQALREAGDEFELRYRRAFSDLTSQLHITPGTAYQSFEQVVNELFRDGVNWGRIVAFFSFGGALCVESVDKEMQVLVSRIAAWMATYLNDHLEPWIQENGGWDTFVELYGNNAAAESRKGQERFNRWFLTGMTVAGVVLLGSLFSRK
An asterisk follows results filed as active; ? = inconclusive; . = not tested or not shown; [ ] = remark or other dose.

SMILES | Fam108B inh | AGP1 TOR yeast | CIT2 TOR yeast | GLD-1 RNA inh | MEX-5 binding | GRK2 aptamer HTS | MCL1 BIM primary | VLA-4 inh | BCLXL inh
O=C1CCN(Cc2ccc(Br)cc2)CCN1[C@H](CO)Cc1ccccc1 | -0.8 | 78.5 | 67.5 | 3.3 | -1.3 | 0.0 | -1.0 | 45.8 | 0.5
COc1ccc(C(=O)NCCc2cn3ccc(C)cc3n2)cc1 | -0.7 | 101.8 | 102.8 | 1.9 | 1.1 | 1.0 | -0.2 | 13.2 | -2.7
O=C(c1cccn2c(=O)c3ccccc3nc12)N1CCN(Cc2ccc3c(c2)OCO3)CC1 | 1.8 | . | 103.2 | 5.7 | 0.1 | 0.0 | 9.7 | -2.5 | 6.1
CC1(C)CC(=O)C(C2c3ccccc3S(=O)(=O)c3ccccc32)C(=O)C1 | -2.1 | 99.2 | 97.8 | 4.4 | 0.8 | 1.0 | 4.6 | 11.1 | 6.6
CCOC(=O)Cn1nc(C)c(NC(=O)CCc2ccc(OC)cc2)c1C | 0.0 | 99.0 | 98.1 | 1.3 | 0.3 | 0.0 | 25.4 | 13.8 | -1.8
O=C(O)CC/C(=N/NC(=O)c1cccs1)c1ccccc1 | 0.0 | 94.3 | 98.2 | -2.5 | 0.4 | 0.0 | 5.1 | 18.4 | -0.5
CCn1cc(C(=O)OCC(=O)Nc2cc(S(=O)(=O)N(C)C)ccc2C)c(=O)c2ccc(C)nc21 | -2.1 | 99.1 | 88.6 | 4.3 | -0.4 | 2.0 | -9.1 | 4.3 | -0.2
CCOc1ccc(/C(O)=C2/C(=O)C(=O)N(c3ccccn3)C2c2ccc(Cl)cc2)c(C)c1 (stereo unspecified) | . | 81.1 | 80.8 | . | -8.3 | 1.0 | . | 0.1 | .
COC(=O)c1cc(OC)c(OC)cc1NC(=O)c1ccco1 | 0.2 | 86.7 | 91.2 | -1.2 | 1.3 | 2.0 | 2.2 | -0.7 | 8.7
COc1ccc(S(=O)(=O)Cc2ccc(C(=O)N3CCC(C(N)=O)CC3)o2)cc1 | 1.3 | 96.8 | 98.0 | -0.1 | -3.6 | 1.0 | 2.0 | 28.6 | 0.5
CC(C)(C)N(Cc1ccccc1)C(=O)COC(=O)C1CCCCC1 | . | 100.9 | 100.1 | 2.9 | . | 1.0 | . | -8.3 | .
CCOc1ccc2nc(SCC(=O)NCC3CCCO3)sc2c1 (stereo unspecified) | . | 93.1 | 98.5 | -5.7 | . | 0.0 | . | -9.8 | .
COc1ccc(S(=O)(=O)N(C)c2ccccc2)c2cccnc12 | 0.7 | 104.9 | 105.3 | -3.1 | -3.8 | 0.0 | 5.1 | -25.7 | 7.1
Cc1ccc(S(=O)(=O)CCC(=O)c2ccc(O)cc2O)cc1 | 4.0 | 97.3 | 103.1 | -6.5 | -3.8 | 0.0 | 6.9 | -7.5 | 5.4
CCOc1c(CNCCNC(=O)c2nonc2N)cccc1OC | -2.4 | 107.0 | 102.9 | 6.8 | 0.0 | 1.0 | 1.4 | -6.9 | -0.7
Cc1ccc(NC(=O)Cc2ccc(Cl)c(Cl)c2)cc1S(=O)(=O)N(C)C | -17.1 | 98.0 | 88.4 | 0.9 | 0.3 | 2.0 | -5.3 | 3.1 | -2.6
CCCCC(=O)Nc1nnc(S(=O)(=O)N(CC)c2ccc(OC)cc2)s1 | . | 95.6 | 96.0 | . | 2.5 | 0.0 | . | 5.3 | .
C(=C\c1nc2ccccc2[nH]1)/c1ccccc1 | -0.4 | 96.1 | 92.4 | -4.1 | 0.0 | 2.0 | 2.2 | 19.8 | 8.4
Cc1ccccc1NC(=O)C12CC3CCC1(C)C3(C)CO2 (stereo unspecified) | -0.2 | 99.4 | 108.8 | 3.9 | 0.1 | 6.0 | 4.2 | -18.3 | 6.0
O=C1[C@@H]2C(c3ccc(F)cc3)=NO[C@@H]2C(=O)N1Cc1ccccc1 | -3.6 | 112.4 | 98.6 | -0.1 | -0.8 | 0.0 | 2.9 | 1.1 | 3.4
CC1CCN(C(=O)CSc2nc3ccccc3c(=O)n2Cc2ccc3c(c2)OCO3)CC1 | -1.4 | 107.3 | 105.0 | 5.8 | 2.2 | 3.0 | 11.0 | -7.1 | 6.9
Cc1ccc2oc(=O)c3cc(C(=O)N4CCN(C(=O)c5ccco5)CC4)sc3c2c1 | -1.0 | 100.0 | 100.8 | 2.3 | 0.8 | 2.0 | 6.8 | -20.4 | 3.7
Cc1c(C(=O)N2CCCCC2)oc2ccc(S(=O)(=O)N3CC(C)CC(C)C3)cc12 (stereo unspecified) | 0.6 | 94.0 | 90.2 | -4.4 | 1.0 | 9.0 | 4.0 | -1.2 | -1.7
CCn1nnnc1SCC(=O)N1CCN(c2ccccc2)CC1 | 3.7 | 108.6 | 104.6 | 3.4 | 0.1 | 2.0 | -0.9 | 7.6 | 3.6
CCCOc1cccc(C2C(C(=O)c3cccs3)=C(O)C(=O)N2Cc2cccnc2)c1 (stereo unspecified) | -0.1 | . | . | 1.3 | -1.3 | 1.0 | 4.2 | -2.6 | 3.0
C[C@@H]1CN([C@H](C)CO)C(=O)c2cc(NC(=O)Cc3cn(C)c4ccccc34)ccc2O[C@H]1CN(C)S(=O)(=O)c1ccc(F)cc1 | . | 91.2 | 88.2 | -3.9 | . | 1.0 | . | 5.1 | .
COc1ccc(-c2oc(=O)c3cc(OC)c(OC)cc3c2-c2cc(F)cc(OC)c2)cc1 | . | 95.2 | 89.2 | -0.3 | . | 4.0 | 9.1 | 0.0 | 8.4
CC(C)[C@H](NC(=O)c1ccccc1)C(=O)OCC(=O)NCc1ccc(F)cc1 | 1.9 | 98.7 | 85.4 | 3.9 | 2.4 | 2.0 | -1.4 | 0.0 | -9.7
O=C(Cc1ccccc1)Nc1ccc(NC(=O)c2cccc(Cl)c2)cc1 | -0.6 | 107.7 | 114.2 | 1.6 | 0.7 | 0.0 | -10.1 | -7.2 | 1.6
CCOc1ccccc1N1CCN(C(=O)CC(C)(C)C)CC1 | 2.0 | 89.6 | 83.8 | -5.7 | -1.4 | 0.0 | 4.3 | -2.6 | 7.0
N#CCSc1nc2cc(C(=O)N3CCC(C(N)=O)CC3)ccc2c2nc3ccccc3n12 | -0.5 | 97.5 | 99.2 | 4.8 | -2.9 | 0.0 | -1.5 | -2.4 | 9.1
CC(C)(C)NC(=O)COc1ccc(CNCc2cccnc2)cc1 | -0.2 | 102.3 | 99.1 | 2.8 | 4.2 | 1.0 | -2.2 | 4.3 | 4.4
COc1cc2[nH]c(=O)n(Cc3ccc(C(=O)NC4CCCC4)cc3)c(=O)c2cc1OC | 0.8 | 95.1 | 102.0 | -5.0 | -0.2 | 2.0 | 4.3 | -23.1 | 4.8
NC(=O)C(c1cccc(Cl)c1)c1ncc(C(F)(F)F)cc1Cl (stereo unspecified) | 3.4 | 20.3[may fluoresce violet] | ? | -0.2 | 2.1 | 2.0 | 13.8 | -8.9 | 5.7
CC1CCCN(S(=O)(=O)c2ccc(C(=O)Nc3nnc(-c4ccco4)o3)cc2)C1 (stereo unspecified) | -6.2 | 95.5 | 87.4 | 1.9 | -2.7 | 3.0 | 9.6 | 8.5 | 5.6
CCOc1ccccc1-n1c(SCC(=O)N2CCCC2)nnc1-c1ccc(O)cc1 | 1.0 | 103.9 | 105.3 | 3.6 | -0.9 | 1.0 | 8.1 | -9.2 | 1.5
COc1nc(-c2ccc(Cl)cc2)ccc1-c1noc(-c2ccco2)n1 | -9.1 | 92.6 | 88.9 | -1.0 | 2.9 | 1.0 | -21.2 | -4.7 | -10.7
CCOC(=O)c1nn(-c2ccc(C)c(Cl)c2)c(=O)c(C#N)c1C | 2.9 | 99.3 | 107.7 | 1.0 | -0.4 | 2.0 | 11.6 | 4.8 | 5.1
Cc1ccc2[nH]c3c(c2c1)CN(C(=O)CN1CCN(Cc2ccc4c(c2)OCO4)CC1)CC3 | 8.6 | 93.5 | 93.0 | 11.3 | -0.9 | 0.0 | 10.6 | 5.4 | 19.4
CCCN(CC1CC1)C(=O)COC(=O)c1ccc(C)cc1O | . | 99.2 | 97.7 | 2.6 | . | 0.0 | . | 14.1 | .
O=C(CSc1ncnc2ccccc12)Nc1cc(S(=O)(=O)N2CCCCC2)ccc1Cl | -6.8 | 101.5 | 100.8 | -5.3 | 0.6 | 2.0 | -2.8 | -5.7 | 4.2
C=C(C(=O)c1ccccc1)C(C)C(=C)C(=O)c1ccccc1 | 5.1 | 94.8 | 88.4 | 2.1 | 1.6 | 1.0 | -2.1 | -70.2 | 1.6
COc1ccc(S(=O)(=O)Nc2ccccc2C(=O)NC(C)(C)C)cc1OC | 1.0 | 104.3 | 102.7 | 4.9 | -1.1 | 0.0 | -4.0 | 1.4 | -0.8
COc1ccccc1NC(=O)/C(C#N)=C/c1ccncc1 | 1.9 | 99.7 | 90.2 | 8.7 | -0.5 | 0.0 | 6.5 | 6.1 | -0.4
Cc1ccc2nc(-c3ccccc3)cc(C(=O)NCC3CCCO3)c2c1 (stereo unspecified) | 1.4 | 103.1 | 101.1 | 4.7 | 0.9 | 0.0 | 4.5 | -5.4 | 6.0
COc1cccc(NC(=O)Cn2nnc(C(=O)Nc3cc(Cl)ccc3OC)c2N)c1 | -18.2 | 85.9 | 88.1 | 2.7 | -2.5 | 0.0 | 3.1 | 11.4 | 3.8
COc1ccc(Br)cc1CN(C)C(=O)C1=CC=CN2CCS(=O)(=O)N=C12 | . | 107.0 | 104.9 | 3.4 | . | 2.0 | . | 10.8 | .
CCN(CC)S(=O)(=O)c1cc(NC(=O)CCn2[nH]c(=O)ccc2=O)ccc1C | . | 109.7 | 98.0 | -0.4 | . | 2.0 | . | -12.0 | .
COc1cc(-c2nnc3n(CCc4ccccc4)c(=O)c4ccccc4n23)cc(OC)c1OC | 2.3 | 101.5 | 98.4 | 2.2 | -2.0 | 1.0 | 10.4 | -9.6 | 7.2
N#Cc1ccc(Cl)cc1NC(=O)CSc1cccc[n+]1[O-] | . | 99.8 | 104.3 | -1.2 | . | 0.0 | . | 7.6 | .
O=C(Nc1ccccc1)c1cnc2n(c1=O)CCS2 | 1.9 | 96.3 | 100.6 | 4.1 | -0.5 | 2.0 | 6.1 | -3.1 | 5.0
CCN(CC(=O)Nc1ccc(NC(C)=O)cc1)C(=O)COc1ccc(C(=O)c2ccccc2)cc1 | 6.2 | 97.0 | 114.9 | 4.8 | 2.1 | 0.0 | 1.5 | 12.7 | 3.7
COc1ccc(-c2noc(CSc3nnc(-c4ccncc4)n3-c3ccc(F)cc3)n2)cc1OC | 6.1 | 105.4 | 101.5 | 5.9 | . | 2.0 | -1.1 | 18.4 | 0.0
C=C(C)C1CC=C(CN2CC(C)OC(C)C2)CC1 (stereo unspecified) | -0.9 | 93.8 | 91.5 | 5.3 | -1.1 | 0.0 | 4.2 | 5.0 | 5.3

One compound at a time, as listed above.
Record of COc1cccc(NC(=O)Cn2nnc(C(=O)Nc3cc(Cl)ccc3OC)c2N)c1 → Fam108B inh = -18.2; AGP1 TOR yeast = 85.9; CIT2 TOR yeast = 88.1; GLD-1 RNA inh = 2.7; MEX-5 binding = -2.5; GRK2 aptamer HTS = 0.0; MCL1 BIM primary = 3.1; VLA-4 inh = 11.4; BCLXL inh = 3.8
Record of O=C(CSc1ncnc2ccccc12)Nc1cc(S(=O)(=O)N2CCCCC2)ccc1Cl → Fam108B inh = -6.8; AGP1 TOR yeast = 101.5; CIT2 TOR yeast = 100.8; GLD-1 RNA inh = -5.3; MEX-5 binding = 0.6; GRK2 aptamer HTS = 2.0; MCL1 BIM primary = -2.8; VLA-4 inh = -5.7; BCLXL inh = 4.2

Screening results as filed in PubChem.
